High-throughput results as filed in PubChem.
Pf growth 48h: inhibits P. falciparum growth in the first generation, 48 h | P. falciparum luciferase growth in erythrocytes, 48 h | Potency, µM (series often up to 28.7 µM), for the others: at the highest dose activity change, negative = inhibition, most hits filed as inhibitors | 310,000 compounds, 5.9% hits | AID 504832; also: potency is read from the fitted curve at half-maximal effect; % is scaled to controls: 0 for no effect and ±100 for the full control effect
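Growth was read as firefly luciferase luminescence after a 48 h, 37 C, 5% CO2 exposure of compounds to reporter-bearing P. falciparum cultures (0.1% parasitemia, 2% hematocrit final) in Albumax-supplemented RPMI 1640.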
CHX counter: counter-screen hit for Shiga toxin inhibitors, cycloheximide | max response, % | cell reporter, cycloheximide protein synthesis inhibition counterscreen | AID 2314 | 300,000 compounds, 12% hits; in the data active = max response mostly above about 13%, no sharp cut-off; inactive = mostly below about 14%; also: read at 38.3 µM for the half of the compounds with a filed dose; 0% is about no effect
HCV inh: blocks hepatitis C virus; Huh7.5.1 HCVcc-Cre infection, luciferase reporter, 44 h; Potency, µM (titrated, usually from 41.8 µM), for the others: at the top dose activity change, negative = inhibition, usual class: inhibitors; 340,000 compounds, 3.4% hits; AID 651820; also: potency is read from the fitted curve at half-maximal effect; % is scaled to controls: 0 for no effect and ±100 for the full control effect
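Compounds are dispensed onto cells plated 4 h earlier at 1,000 per well, with HCVcc-Cre virus (about 0.5 moi) added next. Following 44 h of culture, luminescent signal is measured for 15 sec after 15 min with substrate at room temperature.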
Shiga toxin inh: blocks Shiga toxin action in Vero cells; Vero cells, Shiga toxin protein synthesis inhibition reporter; inhibition, % at 38.7 µM; 290,000 compounds, 9.2% hits; in the data active = inhibition mostly above about 28%, no sharp cut-off; inactive = mostly below about 43%; also: 0% is about no effect
FBPA Giardia inh: Giardia lamblia aldolase inhibition | 290,000 compounds, 0.71% hits | AID 2451 | Potency, µM (titrated, usually from 59.6 µM), for the others: at the highest dose activity, negative = inhibition, hits mostly inhibitors | purified Giardia FBPA; also: potency is read from the fitted curve at half-maximal effect; % is scaled to controls: 0 for no effect and ±100 for the full control effect; nearly all actives have a fitted effect of over 55% in size
Target sequence (A8B2U2 whole entry, looked up): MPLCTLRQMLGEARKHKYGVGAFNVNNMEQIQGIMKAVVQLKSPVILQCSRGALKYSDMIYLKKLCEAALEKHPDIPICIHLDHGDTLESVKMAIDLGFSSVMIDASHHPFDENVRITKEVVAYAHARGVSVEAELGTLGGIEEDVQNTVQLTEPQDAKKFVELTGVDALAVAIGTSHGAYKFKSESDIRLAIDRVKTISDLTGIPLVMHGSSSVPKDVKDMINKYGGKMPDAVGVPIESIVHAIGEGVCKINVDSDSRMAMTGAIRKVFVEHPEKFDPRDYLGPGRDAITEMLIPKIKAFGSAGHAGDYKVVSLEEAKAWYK
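Giardia FBPA (40 nM reagent) was preincubated 10 min at RT with compound (up to 57.5 uM final), then substrate plus GAPDH/TPI/NAD/arsenate coupling system with diaphorase/resazurin was added; resorufin fluorescence (525/598 nm) was read after 20 min.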
Pf growth 96h: P. falciparum growth inhibition at 96 hour, primary screen for plastid delayed-death inhibitors | P. falciparum luciferase reporter growth, 96 h | Potency, µM (titrated, usually from 28.7 µM), for the others: at the highest dose activity change, negative = inhibition, actives largely listed as inhibitors | 320,000 compounds, 6.9% hits | AID 504834; also: potency is read from the fitted curve at half-maximal effect; % is scaled to controls: 0 for no effect and ±100 for the full control effect
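Delayed-death screen, second-generation endpoint: infected erythrocytes, 2% hematocrit, 0.05% parasitemia final; 96 hours at 37 C, 5% CO2; luciferase detection reagent; luminescence decrease equals reduced growth.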
* = called active by the depositor; ? = inconclusive; · = not tested or not shown; [ ] = another dose, or the depositor's remark. Unless noted, calls follow the shape of the dose curve; as a rule, active = well fitted curve in the direction sought with a large enough effect; inconclusive = small, poorly fitted or top-dose-only effect, or another doubt; inactive = no such curve, though single readings can be large; an effect the other way counts as inactive or inconclusive.

SMILES	Pf growth 48h	CHX counter	HCV inh	Shiga toxin inh	FBPA Giardia inh	Pf growth 96h
Cc1ccc(CNC(=O)CN2C(=O)COc3ccc(S(=O)(=O)N4CCC(C)CC4)cc32)o1	7%	1	-2%	-7	-5%	-2%
COc1ccccc1NCC(O)Cn1c2ccccc2c2ccccc21 (stereo not drawn)	?	1	?	-5	-7%	·
O=S(=O)(Nc1cccc(CCc2ccccn2)c1)c1ccc(Cl)cc1	23%	-2	?	9	-4%	0%
CC(=O)Oc1cccc(-c2nc3ccccc3c(=O)o2)c1	17%	-3	15%	-2	-1%	?
O=C(/C(=C/O)N=Nc1cccc(C(F)(F)F)c1)c1ccccc1	?	9	?	46	15%	?
Cc1cc(C)nc(NC(=O)c2cc(-c3ccc(C)s3)nc3ccccc23)c1	?	10	4%	1	-9%	-83%
Cc1ccc(-c2[nH]c(-c3ccc(Cl)cc3)nc2SCC(=O)NCC2CCCO2)cc1 (stereo not drawn)	?	-2	16%	-5	-3%	9.3µM*
CC(=O)Oc1ccc(NC(=O)C2CCCCC2)c(C(=O)O)c1	-13%	-3	8%	-3	?	·
c1ccc(Cn2c(SCc3nc4ccccc4s3)nnc2-c2ccco2)cc1	26%	10	?	14	-2%	·
O=C(c1cc(-c2cccs2)on1)N1CCCCC1	185%[activator]	51*	13%	124*	8%	82%[activator]
O=C(O)c1ccc(N2N=C(c3ccccc3)CC2c2ccccc2)cc1 (stereo not drawn)	214%[activator]	14*	6%	57*	2%	6%
O=C(COC(=O)c1cc(S(=O)(=O)N2CCOCC2)ccc1F)Nc1ccc(Cl)cn1	24%	·	-1%	·	·	4%
CN(C)c1ccc(NC(=S)c2ccccn2)cc1	-55%	-4	11%	-14	?	-20%
CCCCC(CC)C(=O)NCCc1ccc(S(N)(=O)=O)cc1 (stereo not drawn)	6%	2	17%	-6	3%	?
COc1ccc(C(=O)OCC(=O)NC2CC2)cc1OC	-11%	·	-22%	·	·	?
Cc1ccc(CN2CCN(Cc3ccccc3)C(CCO)C2)s1 (stereo not drawn)	29%	-1	3%	-7	3%	0%
CCOc1cc(C(=O)NN=C2CCCC2)cc(OCC)c1OCC	59%[activator]	-2	-27%	-10	1%	?
CCn1cc(C(=O)N2CCCC2)c(=O)c2cc(S(=O)(=O)N3CCC(C)CC3)ccc21	24%	-3	11%	10	15%	?
COC(=O)C1=C(c2ccc(OC(F)(F)F)cc2)C[C@@H]2CC[C@H]1N2C(=O)NCc1cccc2ccccc12	1.7µM*	·	10µM*	·	·	1.9µM*
CCC1C(C#N)=C(N)Oc2c1c(=O)oc1ccccc21 (stereo not drawn)	4%	-3	14%	19	8%	-3%
CC(=O)NCCSCCNC(C)=O	·	-3	17%	-10	0%	-10%
O=C(NCCc1ccccc1)C1CCN(C(=O)N2CCOc3ccccc32)CC1	?	-3	5%	13	2%	?
O=c1c2ccccc2nc2n1CCS2	4%	-6	1%	6	-1%	?
CC(/C=N/NC(=O)c1cc(-c2cccn2C)n[nH]1)=C\c1ccccc1	?	7	-30%	21	-1%	?
COc1ccc2c(c1)c(C(O)CN1CCC3(CC1)OCCO3)c(C)n2C (stereo not drawn)	?	-2	·	-18	-5%	·
(continued)
SMILES	Pf growth 48h	CHX counter	HCV inh	Shiga toxin inh	FBPA Giardia inh	Pf growth 96h
O=C(C1CCN(S(=O)(=O)N2CCC3(CC2)OCCO3)CC1)N1CCN(Cc2ccccc2)CC1	51%[activator]	-3	4%	-22	1%	?
CCOc1ccc(NC(=O)CN(C)C(=O)C2CCN(c3ncnc4sc(C)c(C)c34)CC2)cc1OCC	?	-3	·	-16	4%	?
C/C(N)=C(/C#N)C(=O)CSc1nc2scc(-c3ccccc3)c2c(=O)n1C	?	-1	-13%	-6	2%	?
Cc1ccc(C(=O)NCCCN2CCOCC2)c(Cl)c1	4%	17*	10%	·	4%	?
COc1cccc(C(=O)N2N=C(c3ccccc3)CC2(O)C(F)(F)F)c1 (stereo not drawn)	20%	-2	?	8	-5%	1%
COc1ccc(C(=O)Oc2cc3c4c(c2)C(C)=CC(C)(C)N4C(=O)C3=O)cc1OC	4%	-1	?	-13	-9%	?
CC1(C)C(c2ccccc2)=NC(c2ccccc2)N1O (stereo not drawn)	27%	6	-6%	-5	-8%	?
CCOC(=O)c1cccc(NS(=O)(=O)c2c(C(=O)N3CCCCCC3)c(C)n(C)c2C)c1	-13%	2	8%	-10	·	?
Cc1ccc(NC(=O)CN(C)C(=O)/C=C/c2ccc3c(c2)OCO3)cc1	-5%	·	17%	·	·	-13%
CCSc1nc2c(c(=O)[nH]1)C(c1ccccn1)C1=C(CC(C)(C)CC1=O)N2 (stereo not drawn)	5%	-1	9%	23	4%	?
CC1(C)CC(=O)CC(C)(C)N1OC(=O)c1ccccn1	18%	-1	17%	-8	2%	-19%
Cc1cccc(NC(=O)CN2CCN(CC(=O)NCC3(N4CCCCC4)CCCCC3)CC2)c1C	?	·	6%	·	·	1%
c1ccc(C2=Nn3c(nnc3-c3ccco3)SC2)cc1	-6%	-3	-19%	19	-3%	16%
COc1cccc(CNCc2ccc(OC)cc2OC)c1	0%	-1	-6%	-7	-22%	0%
Cc1cc(N2C(=O)c3ccc(C(=O)Nc4ccc(O)cc4C(=O)O)cc3C2=O)no1	-4%	-2	1%	-5	-1%	0%
COc1cccc(C(=O)Nc2nnc(S(=O)(=O)N3CCCCC3)s2)c1	11%	-1	8%	7	18µM*	39%
Cc1ccc(C(=O)CC2(O)C(=O)N(Cc3ccccc3)c3ccccc32)o1 (stereo not drawn)	2%	-4	-9%	-15	0%	?
CC(C)SCC(=O)Nc1ncc2c(n1)-c1ccccc1CC2	?	20	?	20	-29%	18%
CCOC(=O)c1cnc(SCC(=O)N2CCN(C(=O)c3ccco3)CC2)nc1N	27%	-2	15%	-8	1%	374%[activator]
Cc1cccc(N(CC(=O)Nc2ccccc2-c2ccccc2)S(=O)(=O)c2ccccc2)c1C	8.3µM*	7	?	15	15%	8%
COCCc1ncc(CN2CCC(C(=O)Nc3ccc(-n4cccn4)cc3)CC2)cn1	?	10	·	-3	·	1%
C/C(CC(=O)Nc1ccc(Cl)cc1C(F)(F)F)=N\NC(=O)c1ccccn1	47%[activator]	41*	-9%	76*	15%	47%[activator]
COc1ccc(C(C)(C)C)cc1S(=O)(=O)N1CCC(C(N)=O)CC1	3%	-6	?	-2	4%	5%
O=C1CCc2nc3ccccc3c(=O)n2N1	-5%	2	15%	-9	24%	-8%
Cc1cc(NC(=S)N(CCCN2CCOCC2)Cc2ccco2)ccc1Cl	?	5	0%	13	3%	?
The list continues:
SMILES	Pf growth 48h	CHX counter	HCV inh	Shiga toxin inh	FBPA Giardia inh	Pf growth 96h
N#Cc1c(F)cccc1N1CCN(Cc2ccc3c(c2)OCO3)CC1	?	-1	-5%	-5	7%	-8%
O=C(CCSCCC(=O)NCc1cccs1)NCc1cccs1	4%	8	1%	21	0%	1%
CN(Cc1ccc(F)cc1)C(=O)c1cccc(OC2CCN(C3CCCC3)CC2)c1	-13%	0	9%	2	6%	4%
c1cc2c(cc1-c1[nH]ncc1CN1CC3C[C@@H]4CC1C[C@H](C3)C4)OCO2	?	5	8%	-2	?	?
O=C(Cc1ccc([N+](=O)[O-])cc1)Nc1ccc(O)cc1C(=O)O	2%	-3	-3%	-15	-5%	5.2µM*
CC1=C/C(=C(/c2cc(C)c(O)c(Br)c2)c2ccccc2S(=O)(=O)O)C=C(Br)C1=O	?	-9	-6%	-5	-22%	-6%
O=C(CN1C(=O)NC(Cc2c[nH]c3ccccc23)C1=O)Nc1cccc(S(=O)(=O)N2CCCCCC2)c1 (stereo not drawn)	-20%	-2	10µM*	-5	-15%	?
O=C(Cn1c(=O)oc2cc(S(=O)(=O)N3CCCC3)ccc21)NC1CCCCC1	38%[activator]	-2	1%	-1	8%	?
O=C(Cc1ccccc1)N(c1ccc(F)cc1)C1C=CS(=O)(=O)C1 (stereo not drawn)	13%	-3	28%	22	1%	23%
Cc1ccc(C(=O)OCC(=O)NCCNC(=O)COC(=O)c2ccc(C)s2)s1	10%	·	10%	·	·	-10%
COC(=O)c1c(-c2ccc(Br)cc2)csc1NC(=O)Cc1ccc(OC)c(OC)c1	?	-3	?	-22	-13%	·
Cc1c(C(=O)O)sc2nc(SCC(=O)Nc3ccc(S(=O)(=O)NCCCC(=O)O)cc3)[nH]c(=O)c12	10%	4	17%	-8	13%	0%
CCN(CC)C(=O)Cc1ccccc1	-1%	-3	-2%	3	-1%	18%
CSCCC(NC(=O)c1ccc(C(C)(C)C)cc1)C(=O)OCC(=O)N1CCCC1=O (stereo not drawn)	-1%	·	-19%	·	·	4%
O=c1cc2n(c(=O)[nH]1)CCC1=C2CCCC1	-3%	-3	7%	-13	-25%	?
C=CCNC(=S)/N=C/c1c(O)[nH]c(=O)[nH]c1=O	24%	-6	21%	-24	?	-12%
CCOC(=O)C1CCN(S(=O)(=O)c2ccc(Cl)s2)CC1	6%	1	1%	38	8%	?
CN1CCN(C(=O)CC2C(=O)NCCN2Cc2ccc(-c3ccccc3)cc2)CC1 (stereo not drawn)	-1%	-3	-3%	-10	-7%	?
C/C(Cl)=C\Cn1c(Nc2ccc(C)cc2)nc2c1c(=O)n(C)c(=O)n2C	?	-2	?	-17	0%	0%
CCOc1ccc(CCNC(=O)c2cccc(N3CCCC3=O)c2)cc1OCC	·	-2	-14%	4	-1%	·
O=C(Nc1nnc(-c2ccco2)s1)c1ccccc1	211%[activator]	44*	18%	89*	-7%	154%[activator]
Cc1n[nH]c(C)c1S(=O)(=O)N1CCN(S(=O)(=O)c2ccccc2C#N)CC1	-4%	·	28%	·	·	?
COc1ccc(OC)c(S(N)(=O)=O)c1	-10%	-1	12%	6	-1%	?
COc1cc(/C=N/n2c(-c3n[nH]c4c3CCC4)n[nH]c2=S)cc(OC)c1O	-12%	-2	6%	0	-28%	21%
COc1ccc(C(=O)NCC(=O)N=Nc2c(O)n(Cc3ccccc3)c3ccccc23)cc1OC	0%	-3	?	-3	0%	-22%
Going on with the list.
SMILES	Pf growth 48h	CHX counter	HCV inh	Shiga toxin inh	FBPA Giardia inh	Pf growth 96h
CC(C)Oc1cccc(C(=O)C2CCCN(Cc3ccon3)C2)c1 (stereo not drawn)	57%[activator]	8.4*	?	25	-1%	?
CCOc1ccc(NS(=O)(=O)c2ccc(C(=O)NCC3(N(C)C)CCCCC3)cc2)cc1	8.3µM*	·	?	·	·	9.3µM*
COc1cc(SC)ccc1C(=O)Nc1ccc(S(=O)(=O)N2CCCC2)cc1	·	1	8%	13	-1%	·
Cc1cc(C)c(NN=c2c(=O)c3ccccc3c2=O)c(C)c1	·	30*	-2%	7	0%	28%
COc1cc(OC)cc(-c2n[nH]c(=S)n2-c2ccc3c(c2)OCO3)c1	-5%	-2	5%	-5	13%	-11%
Cc1ccc(S(=O)(=O)N2CCC(C)CC2)cc1C(=O)NCCN1CCOCC1	-4%	1	7%	-8	3%	17%
CC1=Nn2c(nnc2-c2ccccc2F)SC1	5%	-2	10%	-11	0%	1%[5.75 µM]

Arranged by SMILES length (lowest first): four of the compounds above.
SMILES	Pf growth 48h	CHX counter	HCV inh	Shiga toxin inh	FBPA Giardia inh	Pf growth 96h
O=C1CCc2nc3ccccc3c(=O)n2N1	-5%	2	15%	-9	24%	-8%
O=c1cc2n(c(=O)[nH]1)CCC1=C2CCCC1	-3%	-3	7%	-13	-25%	?
C=CCNC(=S)/N=C/c1c(O)[nH]c(=O)[nH]c1=O	24%	-6	21%	-24	?	-12%
Cc1cc(NC(=S)N(CCCN2CCOCC2)Cc2ccco2)ccc1Cl	?	5	0%	13	3%	?

An unsorted share of the library; 24% or so of the library scored in one or more.
